Bioassay records from PubChem.
CHT inh – inhibits the human high affinity choline transporter; Q9GZV3; 0.86% of 310,000 active; B-score at 10 µM; AID 488975; CHT-expressing cells, membrane potential dye, choline response; active compounds read low;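 active means B-score over 3 SD under the library average, and starting fluorescence ratio not unusually high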;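 further: choline stimulus applied at its EC90 after an EC20 pre-addition; B-score computed on integrated fluorescence ratio after choline addition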
Target sequence (Q9GZV3 whole entry, looked up): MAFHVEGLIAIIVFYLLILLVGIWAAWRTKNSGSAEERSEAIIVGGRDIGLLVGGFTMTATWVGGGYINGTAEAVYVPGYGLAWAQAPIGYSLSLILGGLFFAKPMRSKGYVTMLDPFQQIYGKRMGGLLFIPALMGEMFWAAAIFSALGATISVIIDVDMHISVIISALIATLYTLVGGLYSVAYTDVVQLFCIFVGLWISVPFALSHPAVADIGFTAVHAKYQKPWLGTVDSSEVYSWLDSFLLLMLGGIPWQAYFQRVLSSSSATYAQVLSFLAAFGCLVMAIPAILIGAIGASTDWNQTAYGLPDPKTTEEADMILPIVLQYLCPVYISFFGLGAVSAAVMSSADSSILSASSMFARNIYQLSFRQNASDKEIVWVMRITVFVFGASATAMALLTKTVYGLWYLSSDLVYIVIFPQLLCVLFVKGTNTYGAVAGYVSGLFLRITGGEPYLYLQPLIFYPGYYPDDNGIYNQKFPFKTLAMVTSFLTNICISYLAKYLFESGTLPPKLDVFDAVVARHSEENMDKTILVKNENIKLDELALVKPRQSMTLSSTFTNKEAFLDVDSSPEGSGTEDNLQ
CHT allo act – allosteric activators of human choline transporter CHT; Q9GZV3; CHT-expressing cells, membrane potential dye, choline EC20; active compounds read high; LV-AA mutant CHT in HEK293 cells; B-score at 10 µM; 0.49% of 310,000 active; AID 488977;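 active means initial fluorescence not abnormally high and integrated response B-score, plate-corrected, over 3 SD above library mean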
Calls only; i = inactive. Only part of the results is shown (hit frequency here may not be typical).

#1 CN1CCN(C(c2ccccc2)c2ccccc2)CC1
#2 CN(C)CCOC(C)(c1ccccc1)c1ccccn1 (stereo not drawn)
#3 CC12CCC(CC1)C(C)(C)O2
#4 C1CCC(C(CC2CCCCN2)C2CCCCC2)CC1 (stereo not drawn)
#5 CCC(C)n1ncn(-c2ccc(N3CCN(c4ccc(OCC5COC(Cn6cncn6)(c6ccc(Cl)cc6Cl)O5)cc4)CC3)cc2)c1=O (stereo not drawn)

assay / compound,1,2,3,4,5
CHT inh,i,i,i,i,i
CHT allo act,i,i,i,i,i

#6 O=C(c1ccc(F)cc1)C1CCN(CCn2c(=O)[nH]c3ccccc3c2=O)CC1
#7 CN1CCN(CCC(=O)N2c3ccccc3Sc3ccc(C(F)(F)F)cc32)CC1
#8 C=C[C@H]1CN2CC[C@H]1C[C@@H]2[C@@H](O)c1ccnc2ccc(OC)cc12
#9 COc1ccccc1N1CCN(CCCNc2cc(=O)n(C)c(=O)n2C)CC1
#10 O=C(CCN1CCC(c2ccccc2)C1)c1ccc2c(c1)OCCO2 (stereo not drawn)

assay / compound,6,7,8,9,10
CHT inh,i,i,i,i,i
CHT allo act,i,i,i,i,i

#11 CC[n+]1c(C)sc2cc(OC)ccc21
#12 CCOC(=O)c1ccc(N)cc1
#13 Oc1ccc(/C=C/c2cc(O)cc(O)c2)cc1
#14 NC(=O)c1cccc(-c2cc(Nc3ccc(OC(F)(F)F)cc3)ncn2)c1
#15 COc1ccc(C(=O)NCc2ccc(OCCN(C)C)cc2)cc1OC

assay / compound,11,12,13,14,15
CHT inh,i,i,i,i,i
CHT allo act,i,i,i,i,i

#16 CC(COc1ccccc1)NC(C)C(O)c1ccc(O)cc1 (stereo not drawn)
#17 c1ccc(CN(CC2=NCCN2)c2ccccc2)cc1
#18 CC(=O)NC(Cc1ccccc1)C(=O)O (stereo not drawn)
#19 Cc1ccc(CN2CCN(Cc3cccc4nccnc34)CC2CCO)cc1 (stereo not drawn)
#20 CCCn1cnc2c1c(=O)n(CCCCC(C)=O)c(=O)n2C

assay / compound,16,17,18,19,20
CHT inh,i,i,i,i,i
CHT allo act,i,i,i,i,i

#21 Cc1cc(-c2ccccc2)nnc1NCCN1CCOCC1
#22 Cc1c(NC(=O)c2cccnc2)c(=O)n(-c2ccccc2)n1C
#23 COc1ccc(/C=C/C(=O)Nc2ccccc2C(=O)O)cc1OC
#24 c1ccc(CC2=NCCN2)cc1
#25 NC(=O)c1cn(Cc2c(F)cccc2F)nn1

assay / compound,21,22,23,24,25
CHT inh,i,i,i,i,i
CHT allo act,i,i,i,i,i

#26 CC[N+](C)(CC)CCOC(=O)C(O)(c1ccccc1)C1CCCCC1 (stereo not drawn)
#27 OCCN1CCN(CCCN2c3ccccc3Sc3ccc(Cl)cc32)CC1
#28 Cc1cc(Nc2cc(N3CCN(C)CC3)nc(Sc3ccc(NC(=O)C4CC4)cc3)n2)n[nH]1
#29 C[C@]12CCC(=O)C=C1CC[C@@H]1[C@@H]2CC[C@@]2(C)[C@H]1CC[C@]2(O)C(=O)CO
#30 CCCNC(C)C(=O)Nc1c(C)csc1C(=O)OC (stereo not drawn)

assay / compound,26,27,28,29,30
CHT inh,i,i,i,i,i
CHT allo act,i,i,i,i,i

Record cards, as listed above. Order of screens: CHT inh | CHT allo act
NC(=O)c1cccc(-c2cc(Nc3ccc(OC(F)(F)F)cc3)ncn2)c1 is listed as i | i
Cc1c(NC(=O)c2cccnc2)c(=O)n(-c2ccccc2)n1C is listed as i | i
COc1ccc(/C=C/C(=O)Nc2ccccc2C(=O)O)cc1OC is listed as i | i
CCCn1cnc2c1c(=O)n(CCCCC(C)=O)c(=O)n2C is listed as i | i
Cc1cc(-c2ccccc2)nnc1NCCN1CCOCC1 is listed as i | i

Grouped by structure, those above with a Cl atom (2)
#5 CCC(C)n1ncn(-c2ccc(N3CCN(c4ccc(OCC5COC(Cn6cncn6)(c6ccc(Cl)cc6Cl)O5)cc4)CC3)cc2)c1=O (stereo not drawn)
#27 OCCN1CCN(CCCN2c3ccccc3Sc3ccc(Cl)cc32)CC1

assay / compound,5,27
CHT inh,i,i
CHT allo act,i,i

(cont.)
#31 O=S(=O)(c1cccc2cnccc12)N1CCCNCC1
#32 CCc1cc(=O)oc2c(CNC(Cc3ccccc3)C(=O)O)c(O)ccc12 (stereo not drawn)
#33 C=C[C@@H]1CN2CCC1C[C@@H]2[C@@H](O)c1ccnc2ccc(OC)cc12 (stereo partly drawn)
#34 CCOc1ccc(NC(=O)Cn2cc(C(=O)c3ccco3)c3ccccc32)cc1
#35 Cn1c(=O)c2c(ncn2CC2OCCO2)n(C)c1=O

assay / compound,31,32,33,34,35
CHT inh,i,i,i,i,i
CHT allo act,i,i,i,i,i

#36 CCN(CC)CCOC(=O)C1(c2ccccc2)CCCC1
#37 CCOc1ccc(C(=O)OCCN(CC)CC)cc1
#38 CC(=O)c1ccc(S(=O)(=O)NC(=O)NC2CCCCC2)cc1
#39 CN1CCOC(c2ccccc2)c2ccccc2C1 (stereo not drawn)
#40 OC(C#CCN1CCCC1)(c1ccccc1)c1ccccc1
#41 CCN(CC)CCNC(=O)c1cc(Cl)c(N)cc1OC
#42 COc1cc2c(c(OC)c1OC)-c1c(cc3c(c1OC)OCO3)[C@@H](OC(C)=O)[C@H](C)[C@H](C)C2

assay / compound,36,37,38,39,40,41,42
CHT inh,i,i,i,i,i,i,i
CHT allo act,i,i,i,i,i,i,i
